Compound activity (PubChem BioAssay)
RGS12 GoLoco inh: inhibitors of human Gai1-RGS12 GoLoco interaction (red fluorophore); Gai1:RGS12 GoLoco peptide FP, rhodamine, 10 min; Potency, µM (titrated, usually from 61.6 µM), for inactives: at the top dose activity, negative = inhibition, most hits filed as inhibitors; actives 0.44% (n = 230,000); active = well fitted inhibition curve with a large enough effect, not every such curve was filed as active; inactive = no such curve, though single readings can be large or run the other way; note: % is set by controls: 0 for no effect and ±100 for the full control effect; nearly all actives have a fitted effect of over 30% in size; many of its hits are not listed in these tables
KDM4E inh: inhibitors of human JMJD2E histone demethylase; actives 1.6% (n = 230,000); JMJD2E catalytic domain, FDH-coupled NADH fluorescence (FDH is formaldehyde dehydrogenase); Potency, µM (highest dose often 57.1 µM), for inactives: top-dose activity change, negative = inhibition, usual class: inhibitors; B2RXH2; active = well fitted inhibition curve with a large enough effect, not every such curve was filed as active; inconclusive = small, poorly fitted or top-dose-only effect, or another doubt; inactive = no such curve, though single readings can be large or run the other way;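 note: 0% = wells with enzyme and -100% = buffer wells without enzyme; nearly all actives have a fitted effect of over 50% in size; many of its hits are not listed in these tables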
Epigenetic derep: epigenetic control regulation, reporter derepression; Potency, µM (top dose mostly 53.9 µM), for inactives: at the highest dose GFP activation, most hits filed as activators; actives 0.2% (n = 280,000); AID 1865; murine LDR cells, GFP reporter derepression, 30 h; note: % of control where 0% means no effect; nearly all actives have a fitted effect of over 60% in size
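Readout is the number of GFP-expressing murine LDR cells, counted by cytometry following washing. Cells were treated with compound for 30 h at 37 C; the stably integrated CMV-GFP locus is normally silent.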
NPSR antagonist: antagonists of human neuropeptide S receptor cAMP signaling | Q6W5P4 | CHO-NPSR cells, cAMP TR-FRET, antagonist mode | Potency, µM (top dose mostly 38.3 µM), for inactives: at the highest dose activity change, negative = inhibition, hits mostly inhibitors | actives 1% (n = 220,000); note: % is set by controls: 0 for no effect and ±100 for the full control effect; nearly all actives have a fitted effect of over 50% in size; many of its hits are not listed in these tables
Target sequence (Q6W5P4 whole entry, looked up): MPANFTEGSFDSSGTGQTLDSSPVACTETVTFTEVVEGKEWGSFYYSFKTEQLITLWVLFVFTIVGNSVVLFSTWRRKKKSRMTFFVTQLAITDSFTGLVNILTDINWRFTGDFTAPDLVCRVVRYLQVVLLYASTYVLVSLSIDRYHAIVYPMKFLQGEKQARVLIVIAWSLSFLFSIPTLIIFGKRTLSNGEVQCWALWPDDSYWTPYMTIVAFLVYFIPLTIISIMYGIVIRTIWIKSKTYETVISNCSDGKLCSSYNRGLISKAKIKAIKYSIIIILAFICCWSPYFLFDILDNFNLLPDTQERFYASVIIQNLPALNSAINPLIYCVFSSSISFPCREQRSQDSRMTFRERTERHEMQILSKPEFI
SMN2 splice enh: enhancers of SMN2 splice variant expression. HEK293 SMN2-luciferase splicing reporter, luminescence, 30-36 h. Potency, µM (series often up to 46.1 µM), without a hit: at the top dose activity change, positive = activation, actives largely listed as activators. actives 2.8% (n = 210,000). AID 1458; note: % of control where 0% means no effect; nearly all actives have a fitted effect of over 55% in size
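qHTS luciferase splicing reporter: luminescence rises when SMN2 exon 7 is included in transfected HEK293 cells. Compound exposure lasted 30-36 h at 37C, with 4.5 mM final sodium butyrate as control, followed by a ONE-Glo read.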
IMPase Li cell: IMPase inhibition in cells with lithium potentiation; Potency, µM (top dose mostly 59.4 µM), without a hit: top-dose activity, negative = IMPase inhibition, most hits filed as inhibitors; AID 1457; actives 0.35% (n = 210,000); CHO-M1 cells, IP1 TR-FRET (IP-One), carbachol + lithium;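 note: IP1 builds up when IMPase is blocked and the TR-FRET signal falls; plate controls were basal vehicle for no effect and high inhibitor control for full effect; nearly all actives have a fitted effect of over 50% in size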
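Steps: plate 2000 CHO-M1 cells per well and culture 16–30 h; add compound and lithium; incubate 30 min, 37C; add d2-IP1 tracer and Eu cryptate anti-IP1 antibody in lysis buffer; read after 10 min at room temperature.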
RECQ1 inh: inhibitors of human RECQ1 DNA helicase; RECQ1 DNA unwinding, red fluorescence kinetic read; actives 0.54% (n = 240,000); P46063; Potency, µM (series often up to 57.3 µM), inactives show top-dose activity, negative = inhibition, most hits filed as inhibitors; AID 2549;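 note: plate controls were vehicle for no effect and no enzyme for full effect; nearly all actives have a fitted effect of over 30% in size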
Target sequence (P46063 whole entry, looked up): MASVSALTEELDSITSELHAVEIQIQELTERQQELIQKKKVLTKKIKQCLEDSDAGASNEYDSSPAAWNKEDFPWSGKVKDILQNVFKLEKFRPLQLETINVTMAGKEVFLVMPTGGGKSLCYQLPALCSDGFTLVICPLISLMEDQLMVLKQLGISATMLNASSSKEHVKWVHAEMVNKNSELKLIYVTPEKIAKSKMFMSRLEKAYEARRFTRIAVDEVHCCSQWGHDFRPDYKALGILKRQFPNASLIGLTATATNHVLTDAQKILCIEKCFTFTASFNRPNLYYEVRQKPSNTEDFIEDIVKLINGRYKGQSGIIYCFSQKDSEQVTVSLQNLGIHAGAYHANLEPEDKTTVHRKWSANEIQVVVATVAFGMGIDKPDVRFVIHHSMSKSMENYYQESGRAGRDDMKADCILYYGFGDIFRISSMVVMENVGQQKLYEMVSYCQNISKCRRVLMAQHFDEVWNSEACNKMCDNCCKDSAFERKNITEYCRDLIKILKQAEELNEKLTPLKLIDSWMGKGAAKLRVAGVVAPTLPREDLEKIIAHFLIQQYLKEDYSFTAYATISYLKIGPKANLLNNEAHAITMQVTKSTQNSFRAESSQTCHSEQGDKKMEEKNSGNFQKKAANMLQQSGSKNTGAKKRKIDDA
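50 nM RECQ1T1 preincubated 15 min with compound in Tris pH 8.0 buffer with MgCl2, DTT, Tween-20 and 2.5 ug/ml poly(dI-dC); started with 200 nM TAMRA/BHQ-2 forked duplex and 2 mM ATP. Unwinding read as fluorescence (525/598 nm), two reads 2 h apart.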
Luc counter: Kinase-Glo luciferase inhibition (counter-screen) | Q27757 | Kinase-Glo luciferase, ATP luminescence, 8 min | Potency, µM (top dose mostly 38.3 µM), inactives show top-dose activity change, negative = inhibition, most hits filed as inhibitors | actives 0.28% (n = 200,000); note: % is set by controls: 0 for no effect and ±100 for the full control effect; nearly all actives have a fitted effect of over 60% in size
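Recombinant Kinase-Glo luciferase, 10 uM ATP (linear range), luciferin; imidazole pH 7.2 / KCl / MgCl2 / Tween / BSA buffer; 8 min RT; luminescence.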
An asterisk follows results filed as active; [ ] = remark or other dose. Unless noted, calls come from the whole dose curve; as a rule, active = well fitted curve in the direction sought with a large enough effect; inconclusive = small, poorly fitted or top-dose-only effect, or another doubt; inactive = no such curve, though single readings can be large; an effect the other way counts as inactive or inconclusive. Potency is the fitted concentration of half-maximal effect. Some of the compounds tested (hit frequency here may not be typical).

Cc1ccc(C(=O)N/C(=C\c2ccccc2)C(=O)NCC2CCCO2)cc1 (stereo unspecified) was read as RGS12 GoLoco inh -3%, KDM4E inh 5%, Epigenetic derep -1.0%, NPSR antagonist 17%, SMN2 splice enh -17%, IMPase Li cell 4%, RECQ1 inh -6% and Luc counter 0%.
CCCCOCCOCCSC#N was read as RGS12 GoLoco inh 0%, SMN2 splice enh -5%, IMPase Li cell 16% and RECQ1 inh -14%.
Screening COc1ccc2c(c1)c(CC(=O)O)c(C)n2Cc1ccc(Cl)cc1 returned RGS12 GoLoco inh 5%, KDM4E inh 5%, Epigenetic derep 1.2%, NPSR antagonist -6%[46.1 µM], SMN2 splice enh -26%, IMPase Li cell 16%, RECQ1 inh -3% and Luc counter -12%.
For COCCOC(=O)/C(=C/c1ccc(OC(=O)c2ccccc2)cc1)C(C)=O the results were RGS12 GoLoco inh -9%, KDM4E inh inconclusive, Epigenetic derep 0.2%, NPSR antagonist -9%, SMN2 splice enh 4%, IMPase Li cell 1%, RECQ1 inh 4% and Luc counter -5%.
CC(C)c1ccc(C(=O)CC2(O)C(=O)N(CN3CCOCC3)c3ccccc32)cc1 (stereo unspecified) was read as RGS12 GoLoco inh -4%, KDM4E inh 40%[activator], Epigenetic derep -0.9%, NPSR antagonist -6%[46.1 µM], SMN2 splice enh 11%, IMPase Li cell 1%[38.3 µM], RECQ1 inh -1% and Luc counter 2%.
`O=C(O)c1cccc(NC2=C(n3nnc4ccccc43)C(=O)c3ccccc3C2=O)c1` gave RGS12 GoLoco inh -7%, KDM4E inh -23%, Epigenetic derep 3.9%, NPSR antagonist -4% and RECQ1 inh 13%.
`COc1cc2c(c(OC)c1OC)C(c1ccc3c(c1)OCO3)CC(=O)O2` (stereo unspecified) gave RGS12 GoLoco inh 13%[88.7 µM], Epigenetic derep -0.1%, IMPase Li cell 3%, RECQ1 inh -2%[81.1 µM] and Luc counter 3%[39.9 µM].
`O=[N+]([O-])c1cccnc1Oc1ccccc1F` gave RGS12 GoLoco inh -11%, KDM4E inh 9%, Epigenetic derep 0.1%, NPSR antagonist -26% and RECQ1 inh -3%.
`CCOC(=O)C(C)N1C(=O)S/C(=C/c2cc(C)n(-c3ccccn3)c2C)C1=O` (stereo unspecified) gave RGS12 GoLoco inh 12%, KDM4E inh -4%, Epigenetic derep 0.0%, NPSR antagonist inconclusive, SMN2 splice enh 29%, IMPase Li cell 41%[activator][38.3 µM], RECQ1 inh -10% and Luc counter -3%.
COC(=O)c1ccccc1NC(=O)CNC(=O)c1ccc(OC)c(OC)c1 was read as RGS12 GoLoco inh 2%, KDM4E inh inconclusive, Epigenetic derep 4.5%, NPSR antagonist -7%, SMN2 splice enh -2%, IMPase Li cell 9%, RECQ1 inh inactive and Luc counter 0%.
COc1ccc(CCN2C(=O)CCC2(C)C(=O)NCc2cccnc2)cc1OC (stereo unspecified) was read as RGS12 GoLoco inh -20%, KDM4E inh -28%, Epigenetic derep -2.1%, NPSR antagonist 0%[46.1 µM], SMN2 splice enh 20%, IMPase Li cell 13%[38.3 µM], RECQ1 inh -4% and Luc counter -2%.
For Cc1ccc(NC(=S)N/N=C2\CC3CC=CC23)c(C)c1 (stereo unspecified) the results were RGS12 GoLoco inh 9%, KDM4E inh -6%, Epigenetic derep -0.1%, NPSR antagonist 19%, SMN2 splice enh -28%, IMPase Li cell -7%, RECQ1 inh 0% and Luc counter 0%.
Screening O=C(Cn1cncn1)N/N=C/c1ccncc1 returned RGS12 GoLoco inh 12%, KDM4E inh 3%, Epigenetic derep 1.1%, NPSR antagonist 31% and RECQ1 inh 6%.
Screening Cc1ccc(C2=NOC3(CC(=O)N(c4ccc(C)cc4)C3=O)C2)cc1 (stereo unspecified) returned RGS12 GoLoco inh 10%, KDM4E inh 7%, Epigenetic derep 1.3%, NPSR antagonist 25% and RECQ1 inh -2%.
CC(OC(=O)c1ccc(-c2ccc([N+](=O)[O-])cc2)o1)C(=O)NC(N)=O (stereo unspecified) was read as RGS12 GoLoco inh -1%, KDM4E inh -29%, Epigenetic derep 1.1%, NPSR antagonist -13% and RECQ1 inh inactive.
For O=C(Cn1nnc(-c2ccccc2F)n1)Nc1cccc2ncccc12 the results were RGS12 GoLoco inh 0%, KDM4E inh -6%, Epigenetic derep -0.7%, NPSR antagonist -21%[46.1 µM], SMN2 splice enh -19%, IMPase Li cell -31%[38.3 µM], RECQ1 inh -5% and Luc counter -5%.
`Nc1ccc(N2CCN(c3cccc(Cl)c3)CC2)cc1` gave RGS12 GoLoco inh 1%, KDM4E inh 1%, Epigenetic derep -4.8%, NPSR antagonist 1%, SMN2 splice enh -30%, IMPase Li cell -6%, RECQ1 inh 2% and Luc counter -4%.
Screening Cc1csc(-c2coc3cc(O[C@@H]4O[C@H](CO)[C@@H](O)[C@@H](O)[C@H]4O)ccc3c2=O)n1 returned RGS12 GoLoco inh 3%, KDM4E inh 7%, Epigenetic derep 1.1%, SMN2 splice enh 20µM*, IMPase Li cell 8%, RECQ1 inh -9% and Luc counter 3.5µM*.
For CCOc1ccc2nc(NC(=O)C3CCCN(S(=O)(=O)c4c(C)noc4C)C3)sc2c1 (stereo unspecified) the results were RGS12 GoLoco inh 4%, KDM4E inh 10%, Epigenetic derep 3.9%, NPSR antagonist -36% and RECQ1 inh inactive.
Screening O=C(NCCCn1ccnc1)c1ccc(Cl)cc1 returned RGS12 GoLoco inh 11%, KDM4E inh -4%, Epigenetic derep 1.6%, NPSR antagonist -11% and RECQ1 inh -7%.
`COC(=O)/C=C(\C)NC(=O)c1ccccc1Cl` gave RGS12 GoLoco inh 3%, KDM4E inh 1%, Epigenetic derep 2.2%, NPSR antagonist -6%[46.1 µM], SMN2 splice enh 26%, IMPase Li cell -3%[38.3 µM], RECQ1 inh 1% and Luc counter -1%.
`CC(C)(C)n1nnnc1C(c1cccnc1)N1CCN(C(=O)c2ccco2)CC1` (stereo unspecified) gave RGS12 GoLoco inh -4%, KDM4E inh 5%, Epigenetic derep 12%, NPSR antagonist inconclusive, SMN2 splice enh 1%, IMPase Li cell 4%, RECQ1 inh inactive and Luc counter -3%.
For Cc1cc(C)c(NC(=S)NC(CO)(CO)CO)c(C)c1 the results were RGS12 GoLoco inh 2%, KDM4E inh 40%[activator], Epigenetic derep 0.0%, NPSR antagonist 25% and RECQ1 inh inactive.
COc1ccc(NC(C)=O)cc1NC(=O)c1ccc(Cl)cc1 was read as RGS12 GoLoco inh 1%, KDM4E inh 1%, Epigenetic derep 0.1%, NPSR antagonist -7%, SMN2 splice enh -13%, IMPase Li cell 10%, RECQ1 inh -9% and Luc counter -1%.
CCCc1nnc(SCC(=O)N2C(C)CCCC2C)n1CC (stereo unspecified) was read as RGS12 GoLoco inh 3%, KDM4E inh -1%, Epigenetic derep 0.7%, NPSR antagonist 13%, SMN2 splice enh 1%, IMPase Li cell -8%, RECQ1 inh -4% and Luc counter -2%.
`COc1cc(C2Nc3ccccc3C(=O)N2c2ccccc2OC)ccc1O` (stereo unspecified) gave RGS12 GoLoco inh 10%, KDM4E inh inconclusive, Epigenetic derep 1.0%, NPSR antagonist -15%[46.1 µM], SMN2 splice enh 13%, IMPase Li cell 19%[38.3 µM], RECQ1 inh inactive and Luc counter -5%.
Screening Nc1ccccc1Sc1ccc(C(F)(F)F)cc1[N+](=O)[O-] returned RGS12 GoLoco inh 4%, KDM4E inh -29%, Epigenetic derep 1.1%, NPSR antagonist 18% and RECQ1 inh inactive.
For CCC(CC)c1nn2c(N)c(/C=C3\C(C)=Nc4ccccc43)c(=O)nc2s1 the results were RGS12 GoLoco inh 8%, KDM4E inh 8%, Epigenetic derep -0.6%, NPSR antagonist -17% and RECQ1 inh 2%.
CC1(C)Cc2cccc(OCC(O)CNCc3ccccn3)c2O1 (stereo unspecified) was read as RGS12 GoLoco inh 11%, KDM4E inh -7%, Epigenetic derep -1.4%, NPSR antagonist 2%[46.1 µM], SMN2 splice enh -28%, IMPase Li cell 9%[38.3 µM], RECQ1 inh -9% and Luc counter -9%.
Screening N#CCSc1nc2ccc(N3CCOCC3)cc2c(=O)n1CCc1ccccc1 returned RGS12 GoLoco inh 9%, KDM4E inh inconclusive, Epigenetic derep 0.0%, NPSR antagonist inconclusive, SMN2 splice enh -31%[inhibitor], IMPase Li cell 49%[activator][38.3 µM], RECQ1 inh -10% and Luc counter 14%.

In the list so far, these contain a cyano group.
CCCCOCCOCCSC#N was read as RGS12 GoLoco inh 0%, SMN2 splice enh -5%, IMPase Li cell 16% and RECQ1 inh -14%.
Screening N#CCSc1nc2ccc(N3CCOCC3)cc2c(=O)n1CCc1ccccc1 returned RGS12 GoLoco inh 9%, KDM4E inh inconclusive, Epigenetic derep 0.0%, NPSR antagonist inconclusive, SMN2 splice enh -31%[inhibitor], IMPase Li cell 49%[activator][38.3 µM], RECQ1 inh -10% and Luc counter 14%.

(cont.)
For CC(C)(C)C(=O)NC1(C(F)(F)F)C(=O)Nc2c1c(=O)[nH]c(=O)n2Cc1ccco1 (stereo unspecified) the results were RGS12 GoLoco inh 0%, KDM4E inh -2%, Epigenetic derep -5.3%, NPSR antagonist 2%[46.1 µM], SMN2 splice enh 9%, IMPase Li cell -5%[38.3 µM], RECQ1 inh -1% and Luc counter -1%.
Cc1cc(C)n(-c2nc3sc4c(c3c3nnc(SCC(N)=O)n23)CC(C)(C)OC4)n1 was read as RGS12 GoLoco inh 8%, KDM4E inh inconclusive, Epigenetic derep 0.0%, NPSR antagonist -5%[46.1 µM], SMN2 splice enh -6%, IMPase Li cell 1%, RECQ1 inh inactive and Luc counter -2%.
`Cc1ccc(SCC(=O)Nc2cc([N+](=O)[O-])ccc2O)cc1` gave RGS12 GoLoco inh -3%, KDM4E inh -1%, Epigenetic derep 1.4%, NPSR antagonist 21%, IMPase Li cell 21%, RECQ1 inh -7% and Luc counter 0%.
For COc1ccc(CCNC(=O)CSc2ccccn2)cc1OC the results were RGS12 GoLoco inh 2%, KDM4E inh 4%, Epigenetic derep 2.0%, NPSR antagonist 13%, SMN2 splice enh -26%, IMPase Li cell 1%, RECQ1 inh 3% and Luc counter 0%.
